HCV core dimer – inhibitors of HCV core protein dimerization, primary screen, biochemical, TR-FRET, high-throughput. TR-FRET GST/Flag-core106 dimerization, 1536-well. inhibition, % at 5 µM. 0.33% of 300,000 active. AID 1899, 2009;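 active = inhibition above the mean of all tested compounds plus 3 SD, set per screening campaign, cut at about 45% in these data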
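Assay system: tagged HCV core106 pair (GST and Flag); medium: KF-containing HEPES buffer, pH 7.45, DTT, CHAPS, BSA; also added: Eu donor and XL665 acceptor anti-tag antibodies; dosing: 5 µM single dose; timing: compound-protein-antibody incubation 4 h at 22.5 °C; signal: TR-FRET 671 and 617 nm emission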
PP5 inh – PP5 phosphatase inhibitors, primary screen, biochemical, fluorescence. purified PP5c, OMFP substrate fluorescence. Serine/threonine-protein phosphatase 5 (Homo sapiens), P53041. 0.18% of 320,000 active. inhibition, % at 6.7 µM. AID 1987, 2009;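 active = inhibition above the campaign's mean inhibition across all tested compounds plus 3 SD, cut at about 9.5% in these data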;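 note: 0% = DMSO only and 100% = 100 µM cantharidin control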
Target sequence (P53041 whole entry, looked up): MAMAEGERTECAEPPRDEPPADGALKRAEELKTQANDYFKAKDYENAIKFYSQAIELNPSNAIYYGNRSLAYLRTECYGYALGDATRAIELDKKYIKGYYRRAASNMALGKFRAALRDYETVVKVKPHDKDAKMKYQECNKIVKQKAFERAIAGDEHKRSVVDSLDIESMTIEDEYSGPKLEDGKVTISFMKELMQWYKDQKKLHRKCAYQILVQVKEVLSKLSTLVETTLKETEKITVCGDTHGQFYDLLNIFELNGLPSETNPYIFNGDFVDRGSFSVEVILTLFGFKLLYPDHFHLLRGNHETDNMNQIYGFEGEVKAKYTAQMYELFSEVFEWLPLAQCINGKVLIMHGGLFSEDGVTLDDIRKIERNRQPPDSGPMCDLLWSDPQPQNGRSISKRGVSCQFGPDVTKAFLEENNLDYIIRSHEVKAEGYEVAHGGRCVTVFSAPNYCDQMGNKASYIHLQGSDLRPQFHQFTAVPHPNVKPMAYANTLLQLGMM
TPT1 inh – Candida albicans TPT1 enzyme inhibitors, primary screen, biochemical, fluorescence polarization; tRNA 2'-phosphotransferase TPT1 (Candida albicans SC5314); recombinant caTPT1, FP RNA substrate dephosphorylation; inhibition, % at 5 µM; 0.81% of 300,000 active;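 active = inhibition above the mean of all tested compounds plus 3 SD, set per screening campaign, cut at about 24% in these data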;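 note: plate controls were DMSO alone for no effect and ferristatin control at 100 nM for full effect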
EBNA-1 inhibitor – EBNA-1 DNA-binding inhibitors, primary screen, biochemical, fluorescence polarization | inhibition, % at 14.8 µM | 0.34% of 300,000 active | AID 1950, 2009; in the data active = inhibition above about 28%
PREPL inh – PREPL enzyme inhibitors, primary screen, biochemical, fluorescence polarization. recombinant PREPL, fluorescence polarization activity-based probe. inhibition, % at 5.96 µM. 0.68% of 320,000 active. AID 2751, 2010. Prolyl endopeptidase-like (Homo sapiens), Q4J6C6; in the data active = inhibition above about 43%;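 note: 0% = enzyme with DMSO and 100% = wells lacking enzyme; many of its hits are not listed in these tables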
ZTA counter – blocks Epstein-Barr virus ZTA, an EBNA-1 counter-screen. P03206. ZTA-DNA binding, fluorescence polarization. inhibition, % at 11 µM. 0.15% of 320,000 active. AID 2234; in the data active = inhibition above about 33%
Target sequence (P03206 whole entry, looked up): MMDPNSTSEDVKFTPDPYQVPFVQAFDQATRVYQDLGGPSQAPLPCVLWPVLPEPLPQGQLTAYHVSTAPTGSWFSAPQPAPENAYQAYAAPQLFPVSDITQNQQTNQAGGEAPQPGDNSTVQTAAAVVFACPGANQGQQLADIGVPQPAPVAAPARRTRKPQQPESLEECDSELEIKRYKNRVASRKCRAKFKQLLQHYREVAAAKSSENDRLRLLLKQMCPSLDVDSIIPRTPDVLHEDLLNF
PP1 counter – PP1-alpha phosphatase inhibitors, primary screen, counter-screen for PP5 inhibitor project, biochemical, fluorescence, OMFP substrate, single point; inhibition, % at 6.7 µM; AID 2235, 2010; 0.9% of 320,000 active; purified PP1alpha; Serine/threonine-protein phosphatase PP1-alpha catalytic subunit (Homo sapiens), P62136;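 active = inhibition above the mean inhibition of all tested compounds plus 3 SD, computed separately for each screening campaign, cut at about 15% in these data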
Target sequence (P62136 whole entry, looked up): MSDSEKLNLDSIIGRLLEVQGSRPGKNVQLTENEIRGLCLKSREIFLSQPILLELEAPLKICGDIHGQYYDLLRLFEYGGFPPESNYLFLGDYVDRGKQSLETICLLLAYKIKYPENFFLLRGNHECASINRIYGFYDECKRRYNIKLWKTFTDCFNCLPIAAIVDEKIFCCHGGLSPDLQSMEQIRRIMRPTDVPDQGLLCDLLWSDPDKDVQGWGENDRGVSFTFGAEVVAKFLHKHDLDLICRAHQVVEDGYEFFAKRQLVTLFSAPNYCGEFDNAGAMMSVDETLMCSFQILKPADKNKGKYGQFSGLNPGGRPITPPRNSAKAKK
Fh CTSL1 inh – Fasciola hepatica cathepsin L1 inhibitors, primary screen, counter-screen for PFM18AAP inhibitor project, biochemical, QFRET, fluorogenic peptide substrate; inhibition, % at 5.96 µM; recombinant F. hepatica cathepsin L1, Z-Leu-Arg-MCA fluorescence; 0.49% of 300,000 active; AID 1906, 2009;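 active = inhibition above the mean of all tested compounds plus 3 SD, set per screening campaign, cut at about 17% in these data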;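 note: 0% = plate median of test compound wells and 100% = 1 µM Z-Phe-Ala-diazomethylketone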
Efflux pump mplx – inhibitors of Candida efflux pumps in yeast, primary screen, S. cerevisiae, Nile Red, multiplex; S. cerevisiae Candida pump triplex; inhibition, % at 10 µM; 0.44% of 330,000 active; AID 485275, 2010;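 active = plate passing quality check with inhibition over a set limit, or well fluorescence over plate mean plus 4 SD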;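 note: Nile Red retained in pooled yeast measured as flow cytometry median fluorescence; 0% = buffer negative control and 100% = Enniatin B positive control; higher means more Nile Red kept so more efflux inhibition; some compounds called inactive have numbers as strong as hits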
Numbers without * were called inactive; . = no result given. Some of the compounds tested; rates above refer to the full screens.

SMILES	HCV core dimer	PP5 inh	TPT1 inh	EBNA-1 inhibitor	PREPL inh	ZTA counter	PP1 counter	Fh CTSL1 inh	Efflux pump mplx
CCOC(=O)Nc1ccc2c(c1)N(C(=O)CCCl)c1ccccc1[S@]2=O	7	-0.2	1	6	6	5	0	8	-0.3
Cc1ccnc(NC(=O)c2ccc3c(c2)NC(=O)C(C)S3)c1 (stereo not given)	.	3.3	.	.	-3	7	1	.	0.1
O=C(/C=C/c1cccc(F)c1)Nc1ccc(S(=O)(=O)Nc2ncccn2)cc1	8	-1.5	4	6	-1	19	-3	0	0.0
O=C1Nc2ccc(Cl)cc2/C1=C/C1CC=CCC1 (stereo not given)	-10	4.7	2	-5	13	-20	5	47*	0.7
COCCN(C(=O)C1CCCC1)c1c(N)n(Cc2ccccc2)c(=O)[nH]c1=O	-2	0.9	2	5	10	-18	0	-2	0.1
O=C(Nc1c2c(nn1-c1ccccc1)CS(=O)(=O)C2)c1cc2ccccc2o1	-10	2.9	-4	1	-5	5	14	1	0.1
O=C(O)/C=C/C(=O)Nc1ccc(S(=O)(=O)Nc2nccs2)cc1	10	-0.6	-2	-10	2	15	-2	-7	0.0
COc1cccc(NC(=O)c2ccc3c(c2)C(=O)N(CC2CCCO2)C3=O)c1 (stereo not given)	1	-0.6	2	-11	16	9	1	2	0.3
CC1CCCC(N2CCN(S(=O)(=O)c3ccccc3)CC2)C1 (stereo not given)	-8	-0.7	-2	-9	3	-9	0	3	-0.3
COc1ccc(NC(=O)c2ccco2)cn1	11	1.0	-23	3	0	-1	-2	4	-0.1
CCOc1ccc(CCNC(=O)c2nnn(CC(=O)Nc3ccc(OC)cc3)c2N)cc1OCC	4	2.5	1	-7	1	0	-3	2	0.0
CC(C)CCN1CN(S(=O)(=O)c2cccs2)c2nc3ccccc3nc21	5	0.0	1	-4	2	-2	-2	1	0.0
Cc1ccc(SCCSc2nc(N)cc(=O)[nH]2)cc1	3	-2.8	-3	-6	12	1	0	3	-0.1
Cn1nnnc1SCC(=O)Nc1ccccc1Cc1ccccc1	6	3.7	3	-11	-3	-23	-4	-2	0.0
COc1ccccc1CNC(=O)c1nnc(Cc2ccc(Cl)cc2)o1	-10	3.1	1	-4	-12	-10	-1	-3	0.3
COCCNC(=O)CCCC(=O)NCCOC	-4	-0.5	0	2	8	2	-2	-1	2.6
[N-]=[N+]=NC1c2ccccc2C(=O)N1Cc1ccccc1 (stereo not given)	4	-1.6	-1	-6	0	0	6	-2	-0.1
CCOC(=O)c1ccc(NC(=S)N(CCCN2CCN(CC)CC2)Cc2ccco2)cc1	-1	2.7	-3	2	5	6	-6	2	0.1
CCOC(=O)c1cc(C#N)c(SCc2ccc(C#N)cc2)nc1C	8	1.1	0	6	1	3	-1	2	0.0
CN(C)CCNC(=O)c1cccc(S(=O)(=O)Nc2ccc(F)cc2)c1	-1	2.5	4	-4	-16	-11	2	0	0.1
CCCS(=O)(=O)N1CCC(C(=O)NCCCN2CCCC2=O)CC1	-4	1.5	1	-9	-6	-26	-3	-4	-0.1
CCc1ccc(C(=O)NNc2ccc(F)cc2F)cc1	-2	1.2	-1	-2	8	5	1	-5	0.2
CC(C)CNC(=O)COC(=O)C1c2ccccc2Oc2ccccc21	-8	-1.2	-2	-22	13	11	-5	-2	0.6
CCOc1ccc(N(CC(=O)NCc2ccc3c(c2)OCO3)C(=O)c2csnn2)cc1	15	1.1	-1	3	-16	-10	0	1	-0.1
COc1ccccc1CCC(=O)OCC(=O)NC1CCCC1	1	-2.7	-1	9	2	15	10	-7	-0.1
Nc1ccc2nc(SCc3cccc(F)c3)sc2c1	-1	1.5	-1	6	3	8	1	-2	-0.2
COc1ccc(C(=O)N2CCC(n3nccc3NC(=O)C3CC3)CC2)cc1F	-8	-4.2	2	-9	0	5	2	-1	0.0
COc1ccc(C2C(C#N)=C(N)N(c3sc4c(c3C#N)CCCC4)C3=C2C(=O)CC(C)(C)C3)cc1OC (stereo not given)	26	3.6	28*	-29	6	0	5	3	0.0
CC1CCN(S(=O)(=O)c2ccc(C(=O)OC(C)C(=O)NC3CCCCC3C)cc2)CC1 (stereo not given)	0	1.9	-2	4	-5	-6	-1	-3	0.1
Cc1cc(C)n(-c2ccc(C(=O)NC3CCCCC3)cc2)n1	1	-1.1	1	-5	-3	-1	2	2	0.2
O=C(NCCc1ccco1)C(=O)NCC1OCCCN1S(=O)(=O)c1ccc(Cl)cc1 (stereo not given)	2	0.1	0	7	2	-7	0	2	0.0
Cc1ccnc(NC(=O)c2ccc(S(=O)(=O)c3ccccc3)cc2)c1	-4	1.7	-2	3	10	-3	2	1	-0.1
C/C=C(\C)CN1CCN(c2ccccc2F)CC1	-7	2.8	2	-7	2	0	2	0	0.1
CCCNC(=O)CN(Cc1ccco1)S(=O)(=O)c1ccc(OCC)cc1	-10	1.8	-1	-3	-3	-8	-1	-1	0.0
CCOC(=O)c1cccc(NC(=O)C2(S(=O)(=O)c3ccc(Cl)cc3)CC2)c1	-3	4.5	0	-5	8	-11	3	-3	0.4
COc1ccc(NC(=O)Nc2nnc(N3CCCCC3C)s2)cc1OC (stereo not given)	-8	1.2	3	-3	15	2	1	-1	0.1
O=C(N/N=C(/CC(=O)c1cccs1)C(F)(F)F)c1ccc(O)cc1	-9	2.2	2	-1	5	-7	0	9	0.2
CCCCOP(=O)(c1ccc(N(C)C)cc1)C(O)c1ccc(OC)cc1 (stereo not given)	-9	2.5	-4	-5	17	-5	2	6	-0.1
Cn1c2ccccc2c(=O)c2ccc(C#Cc3ccccn3)cc21	14	0.3	-3	-14	2	1	3	2	-0.1
COc1ccc(-c2csc(NC(=O)C3=COCCO3)n2)c(OC)c1	-6	1.2	-9	5	-6	0	-3	-3	0.1
O=C(CSc1nc2[nH]ncc2c(=O)[nH]1)N1CCCCC1	2	-1.4	2	11	-6	7	-5	-1	0.1
O=C(CCCN1C(=O)/C(=C/c2cccs2)SC1=S)Nc1cccc(O)c1	-6	0.8	0	-9	-1	-3	6	5	-0.1
CCC(Oc1ccccc1C)C(=O)N1CCCN(C)CC1 (stereo not given)	-2	-0.9	-4	9	-2	-2	-7	2	0.2
CC1(C)CC(=O)C2=C(C1)Nc1ccccc1NC2c1cccs1 (stereo not given)	-2	-3.1	0	-5	-10	3	-1	-1	0.0
COc1ccccc1NC(=O)Cc1noc(CN(C)Cc2cccs2)n1	0	1.0	4	-6	-5	3	5	-2	-0.1
CC(=O)c1c(C(=O)O)c2ccccc2[nH]c1=O	4	-0.5	1	7	3	6	2	6	0.1
O=C(Nc1ccc(N2CCN(C(=O)c3ccccc3)CC2)c(Cl)c1)c1ccco1	16	2.4	-1	5	4	-2	3	2	0.0
CCCC(CCC(=O)NC1CCCCC1)C(=O)O (stereo not given)	0	-0.7	-1	5	1	3	-1	2	-0.4
C[N+](C)(C)CCCCCC[N+](C)(C)C	8	-1.8	-2	1	2	6	0	-3	0.0
COc1ccc(CCNC(=O)CCc2ccc(S(=O)(=O)NCC(C)C)cc2)cc1	-1	0.9	4	3	2	-13	3	-2	-0.1
COc1ccc(-c2csc(NC(=O)CN3C(=O)NC4(CCCC4)C3=O)n2)cc1OC	0	2.8	-2	-6	-1	-4	-5	-3	-0.1
CC(=O)Nc1sc(C)c(C)c1C(=O)OCC(=O)Nc1cc(S(=O)(=O)N2CCCCC2)ccc1Cl	5	0.0	0	1	-4	4	-3	-1	0.1
Oc1ccccc1CNc1cnc2ccccc2c1	-4	2.1	-2	1	8	-12	-1	-3	-0.2
CC(C)c1ccc(C2C3=C(CC(C)(C)CC3=O)NC3=C2C(=O)c2ccccc23)cc1 (stereo not given)	10	2.9	-3	1	8	-3	5	4	0.1
O=C(CNC(=O)c1cccc(OC(F)F)c1)OCn1nnc2ccccc2c1=O	-4	1.4	-5	2	5	-4	-9	-24	-0.2
Cc1occc1C(=O)NCc1nc(-c2ccccc2)no1	8	-0.4	-4	5	-2	13	-1	-2	0.0
Cc1ccc(N2C(=O)C(F)(F)C2c2ccccc2)cc1 (stereo not given)	4	0.0	1	-8	0	2	-2	0	0.0
O=C(O)c1ccc(N/N=C/c2ccc3nccnc3c2)cc1	-15	-0.5	4	-1	6	-21	1	5	-0.1
CCOC(=O)c1[nH]c2ccccc2c1NC(=O)NC1CCCCC1	-8	-0.9	-2	1	8	-10	-3	0	-0.1
CN1CCN(C(=O)CC23CC4CC(CC(C4)C2)C3)CC1	-7	1.2	-8	-6	7	-15	-7	-5	0.2
(continued)
SMILES	HCV core dimer	PP5 inh	TPT1 inh	EBNA-1 inhibitor	PREPL inh	ZTA counter	PP1 counter	Fh CTSL1 inh	Efflux pump mplx
Cc1nccn1S(=O)(=O)c1cc([N+](=O)[O-])ccc1Cl	-8	-1.2	1	10	1	13	0	3	-0.1
CC1CC(C(F)(F)F)n2ncnc2N1 (stereo not given)	0	0.2	-7	4	6	-6	-1	-6	-0.1
COc1cc(/C=C/c2ccc(O)cc2)cc(OC)c1	-3	3.5	5	6	3	0	4	-1	-0.2
COc1cccc(N2CCN(C(=S)Nc3cccc(C)c3)CC2)c1	-2	0.4	-1	9	15	1	4	1	-0.1
CCN(C(=O)Cc1c(C(=O)O)[nH]c2ccccc12)c1cc(OC)ccc1OC	2	-2.0	1	-4	6	-5	1	2	-0.1
O=C(Nc1cccnc1)c1ccccc1-c1nc(-c2ccccc2F)no1	-1	1.5	1	-5	4	-17	-6	-2	0.0
COc1ccc(N2CCN(C(=O)c3ccc4c(c3)NC(=O)C(CSCc3c(F)cccc3Cl)N4)CC2)cc1 (stereo not given)	67*	0.8	66*	-10	27	-9	25*	1	0.1
O=C(Cn1nc(-c2ccccc2)c2ccccc2c1=O)Nc1cccc(O)c1	3	-1.0	0	0	-18	-1	-2	-2	0.2
O=C(COc1ccccc1[N+](=O)[O-])Nc1ccccc1N1CCCCC1	3	3.0	2	-6	12	-2	2	2	-0.1
COc1ccc(S(=O)(=O)Cc2ccc(C(=O)N3CCN(C(=O)c4ccco4)CC3)o2)cc1	0	-1.0	-6	2	5	-7	-1	-1	-0.1
c1nc2nc3c(c(N4CCOCC4)n2n1)CCCC3	-2	1.4	-4	8	11	3	1	3	-0.1
NC(=NCCc1ccccc1)NC(=O)c1cc(Cl)ccc1O	2	1.3	2	-4	-1	2	-1	0	0.1

Gathered by group: the compounds so far with an aryl thioether with sulfur outside any ring (5)
SMILES	HCV core dimer	PP5 inh	TPT1 inh	EBNA-1 inhibitor	PREPL inh	ZTA counter	PP1 counter	Fh CTSL1 inh	Efflux pump mplx
Cc1ccc(SCCSc2nc(N)cc(=O)[nH]2)cc1	3	-2.8	-3	-6	12	1	0	3	-0.1
Cn1nnnc1SCC(=O)Nc1ccccc1Cc1ccccc1	6	3.7	3	-11	-3	-23	-4	-2	0.0
CCOC(=O)c1cc(C#N)c(SCc2ccc(C#N)cc2)nc1C	8	1.1	0	6	1	3	-1	2	0.0
Nc1ccc2nc(SCc3cccc(F)c3)sc2c1	-1	1.5	-1	6	3	8	1	-2	-0.2
O=C(CSc1nc2[nH]ncc2c(=O)[nH]1)N1CCCCC1	2	-1.4	2	11	-6	7	-5	-1	0.1

Assay outcomes as filed in PubChem BioAssay.
